Screening data (PubChem)
OX1R antag-1: OX1R (human) antagonism; 330,000 tested, 1.8% active; OX1R-expressing cells, FRET antagonist read-out; AID 485270; inhibition, % at 6.6 µM; O43613; in the data active = inhibition mostly above about 38%, no sharp cut-off; inactive = mostly below about 40%;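 note: 0% = agonist challenge alone and 100% = reference antagonist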
Target sequence (O43613 whole entry, looked up): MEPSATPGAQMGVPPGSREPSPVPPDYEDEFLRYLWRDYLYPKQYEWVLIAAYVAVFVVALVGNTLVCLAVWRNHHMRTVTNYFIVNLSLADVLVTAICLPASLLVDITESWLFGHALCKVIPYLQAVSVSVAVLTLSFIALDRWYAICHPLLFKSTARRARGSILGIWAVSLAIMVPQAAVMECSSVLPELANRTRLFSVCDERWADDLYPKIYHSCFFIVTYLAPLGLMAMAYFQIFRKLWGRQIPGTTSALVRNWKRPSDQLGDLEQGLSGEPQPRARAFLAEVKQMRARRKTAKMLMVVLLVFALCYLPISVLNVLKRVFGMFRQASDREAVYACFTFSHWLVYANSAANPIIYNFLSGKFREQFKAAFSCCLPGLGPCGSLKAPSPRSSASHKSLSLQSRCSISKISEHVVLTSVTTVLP
OX1R antag-2: human HCRTR1 antagonism. 330,000 tested, 0.43% active. inhibition, % at 5 µM. AID 434989. O43613. CHO/OX1R cells, Fluo-8 calcium fluorescence, orexin A;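 active = inhibition above its plate's threshold, mean inhibition of all tested compounds on the plate plus 3 SD, cut at about 37% in these data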;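 note: 0% = orexin A challenge wells and 100% = SB-334867-A antagonist wells; not every result past the cut was called active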
* hit, by the source's call.

The opening four records, to show the layout:
SMILES	OX1R antag-1	OX1R antag-2
CCC1CCCCN1CC(=O)Nc1ccc2c(c1)OCCO2 (configuration not stated)	1	-27
CCCCOc1ccc([N+](=O)[O-])cc1C(=O)O	19	-16
Cc1cc(O)cc(C)c1NS(=O)(=O)c1ccc2ccccc2c1	5	-23
CCOc1ccc(C(=O)Nc2ccc(N3CCN(C)CC3)cc2)cc1[N+](=O)[O-]	16	-11

The list itself, from the first entry:
SMILES	OX1R antag-1	OX1R antag-2
CCC1CCCCN1CC(=O)Nc1ccc2c(c1)OCCO2 (configuration not stated)	1	-27
CCCCOc1ccc([N+](=O)[O-])cc1C(=O)O	19	-16
Cc1cc(O)cc(C)c1NS(=O)(=O)c1ccc2ccccc2c1	5	-23
CCOc1ccc(C(=O)Nc2ccc(N3CCN(C)CC3)cc2)cc1[N+](=O)[O-]	16	-11
COc1cccc(-c2nc(=S)c3c(n2CCCO)CCCC3)c1	4	-14
COCCNC(=O)c1ccc(N(C)S(=O)(=O)c2ccc(OC)c(OC)c2)cc1	10	-1
COc1ccc2nc3oc(C(=O)N4CC(C)CC(C)C4)cc3cc2c1 (configuration not stated)	-2	-27
Cc1sc2c(c1C)C(O)=C(C(=O)Nc1ccccc1)S(=O)(=O)N2C	32	-40
CCOc1ccc(NC(=O)CCS(=O)(=O)c2ccc(Br)cc2)cc1	11	-24
CN(C)C(=O)C1C2NC(=S)N(c3ccccc3)C1(C)Oc1ccccc12 (configuration not stated)	18	-5
Cc1cc(C(=O)N(C2CCCCC2)C2CCCCC2)no1	8	-25
CCc1ccc(CNC(=O)CCS(=O)(=O)Cc2ccc(C)cc2)cc1	8	12
Cc1cccc(C(=O)NCC(=O)NNC(=O)c2ccccc2O)c1	8	7
C=CCn1c(CSc2nc3ccccc3s2)nnc1SCC(=O)NCc1cccnc1	20	-30
C=CCn1c(SCC(=O)c2[nH]c(C)c(C(=O)OCC)c2C)nc2scc(-c3ccccc3)c2c1=O	17	-18
Cc1ccc(S(=O)(=O)N2CCN(C(=O)CCC(=O)NC3CCCc4ccccc43)CC2)cc1 (configuration not stated)	6	-19
Cc1cccc(NC(=S)NCc2ccccn2)c1	15	10
CC1(c2cccc(Br)c2)NC(=O)N(CC(=O)c2ccc3c(c2)OCCO3)C1=O (configuration not stated)	4	0
CS(=O)(=O)N(Cc1ccccc1Cl)c1ccc(C(=O)N2CCCC2)cc1	4	-19
COc1ccccc1C(O)(C(=O)NNc1ccccc1C)c1ccccc1OC	22	-11
Cc1ccccc1CNC(=O)CC1C(=O)NCCN1Cc1c(F)cccc1Cl (configuration not stated)	12	-20
Cc1ccc(CN2CC(=O)N3[C@H]4c5ccccc5OC[C@@H]4[C@H](c4ccccc4)[C@]3(C)C2=O)cc1	16	12
CCOc1ccc(S(=O)(=O)N2CCCCC2)cc1NC(=O)c1cccnc1OCC	3	-28
N#Cc1cc(NC(=O)c2ccc(F)cc2)c(=O)n2c1[nH]c1ccccc12	16	-24
Cc1ccc(NC(=O)C(NC2CCCc3ccccc32)c2ccccc2)c([N+](=O)[O-])c1 (configuration not stated)	37	-23

Remaining list, next part
SMILES	OX1R antag-1	OX1R antag-2
[O-]C1=N/[N+](=C/c2ccccc2Cl)CC1	4	-7
CN(CC(=O)Nc1cccc(F)c1)CC(=O)Nc1cccc(S(=O)(=O)N2CCCCC2)c1	14	-2
Cc1c(C(=O)N(Cc2cccc(Br)c2)C2CCS(=O)(=O)C2)oc2ccc(F)cc12 (configuration not stated)	5	-10
CC(=O)N1N=C(c2ccccc2OC(=O)/C=C/c2ccccc2)CC1c1ccccc1 (configuration not stated)	4	-25
CCOc1ccc(C(=O)OCCCN(C)C)cc1	8	-2
Cc1ccc(C(=O)N2CCN(c3ccccc3F)CC2)cc1NC1=NC2CS(=O)(=O)CC2S1 (configuration not stated)	14	-11
Cc1ccc(CNC(=O)C2CC(=O)N(C3CCCC3)C2)cc1 (configuration not stated)	3	-4
O=C1C(Cc2ccc(O)cc2)NC(=S)N1Cc1ccccc1 (configuration not stated)	28	-4
COc1ccc(CCNC(=O)c2ccc(N3CCCCS3(=O)=O)cc2)cc1OC	18	-4
CCCCOC(=O)c1ccc(NS(=O)(=O)c2cc(-c3nnnn3CC)ccc2OC)cc1	13	-18
CC(=O)c1ccc(S(=O)(=O)N2CCN(c3ccccc3F)CC2)cc1	17	-13
O=C(CCS(=O)(=O)c1ccccc1)N(CCCN1CCOCC1)c1nc2c(F)cccc2s1	5	-38
CCn1nnc(NC(=O)c2ccccc2Br)n1	8	-4
O=C(CSc1nnc(Cc2ccccc2)n1Cc1ccco1)NC1CCCC1	10	-15
CCN(Cc1ccccc1)C(=O)CC(=O)N(CC)Cc1ccccc1	3	-30
O=C(COC(=O)C1CC2CCCC(C1)C2=O)Nc1nc(-c2ccc(F)c(F)c2)cs1 (configuration not stated)	4	-9
Cc1cc2cc(CCNC(=O)C(C)C)c(=O)[nH]c2cc1C	5	-8
Cc1ccc(/C=N/n2cnnc2)s1	17	-8
CCCCNC(=O)CCn1c(=O)c2ccccc2n(Cc2ccccc2C)c1=O	9	-24
COc1ccc(C(=O)Nc2ccc(CN3CCS(=O)(=O)CC3)cc2)cc1	8	4
Cc1ccc(S(=O)(=O)N2CC(=O)Nc3ccccc32)cc1C	3	3
CCOC(=O)CCCCC(=O)c1[nH]c(=O)[nH]c1CSc1nnc2c3ccccc3n(C(C)C)c2n1	19	-33
CCN(C(=O)COC(=O)C1CCN(S(=O)(=O)c2ccc(C)c(C)c2)CC1)C1CCS(=O)(=O)C1 (configuration not stated)	4	0
CN(Cc1nc2ccccc2n1C)c1ccccc1	22	-7
CC1N(C(=O)N2CCOCC2)CCN1S(=O)(=O)c1cccc(C(F)(F)F)c1 (configuration not stated)	14	-25

Other structures follow:
SMILES	OX1R antag-1	OX1R antag-2
O=C(CCC(=O)OCC(F)(F)C(F)F)Nc1ccccc1F	8	-3
O=C(c1ccccc1)N1CCN(C(=S)NCc2ccc3c(c2)OCO3)CC1	8	-4
CCC(Sc1nc2ccsc2c(=O)n1-c1ccc(Cl)c(C)c1)C(=O)NCc1ccco1 (configuration not stated)	30	-34
O=S(=O)(NCc1ccccc1)c1ccc(S(=O)(=O)N2CCCCC2)cc1	11	-15
Cc1cc(Nc2ccc3c(c2)OCCO3)n2ncnc2n1	11	-27
CNC(=O)CCCN1C(=O)c2ccccc2Sc2ncccc21	-8	-4
COc1ccc(Cc2nnc(N/N=C/c3ccc(O)cc3)[nH]c2=O)cc1OC	20	-25
CCCn1c(NCc2cccc(OC)c2OC)nc2ccccc21	4	-23
Cc1ccc(S(=O)(=O)NCCc2c[nH]c3ccccc23)cc1	14	-8
Cc1nc2cc(C(=O)O)ccc2n1-c1ccc(F)cc1F	24	-12
Cc1ccc(-c2csc(N(CCO)CCCn3c(C(F)(F)F)nc4ccccc43)n2)cc1	36	9
COc1ccc(-c2cc(C(=O)NCCCN3CCOCC3)c3cc(C(C)C)ccc3n2)cc1	9	-43
CCCCOCCCNC(=O)c1c(-c2ccccc2)noc1C	16	-29
O=C1OC2(O)C3C4C=CC(C4)C3C(=O)N2c2ccccc21 (configuration not stated)	19	-12
COc1ccc(C)cc1NS(=O)(=O)c1ccc(NC(=O)CN(c2cc([N+](=O)[O-])ccc2C)S(C)(=O)=O)cc1	14	4
Cc1ccccc1NC(=O)c1cn2c(nc3ccccc32)c(C#N)c1C	14	-12
COC(=O)c1nc2nc(C)cc(C(F)(F)F)n2n1	13	-6
Cc1cccc(NS(=O)(=O)c2cccc(C(=O)NCC(C)(C)N3CCOCC3)c2)c1	11	-16
Oc1c(C=Nc2cccc3nsnc23)ccc2ccccc12	22	-5
Cc1cc(N2CCOCC2)nc2ccc(NC(=S)NCc3ccc4c(c3)OCO4)cc12	4	-1
Cc1ccsc1/C=N/NC(=O)c1ccc2c(c1)OCCO2	12	-21
C[C@H](O)Cc1cc2ccccc2c(=O)o1	3	-3
COc1ccc(C)cc1NC(=O)C(=O)c1cn(CC(=O)N2CCCC2)c2ccccc12	48	-40
CCOC(=O)c1cccc(NC(=O)COc2nsnc2N2CCOCC2)c1	18	-80
O=C(c1ccc2ccccc2c1)C1CCCN(C(=O)c2noc3c2CCCC3)C1 (configuration not stated)	7	-20

(list continues)
SMILES	OX1R antag-1	OX1R antag-2
CCn1c2ccccc2c2cc(NC(=S)N3CCOCC3)ccc21	10	-15
N/C(=N\c1nc2ccccc2o1)NC(=O)c1ccc([N+](=O)[O-])cc1	7	-6
Cc1nnc(SCC(=O)Nc2cc(-c3cc(C)c(C)cc3C)nn2-c2ccccc2)s1	13	-49
c1ccc2c(c1)nc1n2CCN1	8	-16
CC(OC(=O)CNC(=O)C12CC3CC(CC(C3)C1)C2)C(=O)Nc1ncc(Cl)cc1Cl (configuration not stated)	-3	2
NC(=S)NN=C(Cc1ccccc1)Cc1ccccc1	17	-10
CC1(C)c2[nH]c3ccccc3c2C[C@@H]2C(=O)N(c3cc(F)ccc3F)C(=O)N21	16	-5
Cc1ccc[n+](C(C)C(=O)Nc2ccc([N+](=O)[O-])cc2C)c1 (configuration not stated)	24	-9
COc1ccc(C(=O)N(Cc2ccc(N(C)C)cc2)C2CCS(=O)(=O)C2)cc1 (configuration not stated)	13	-26
OCCNC(=S)NC1CCCCC1	5	-7
CCCSc1oc(-c2ccco2)nc1S(=O)(=O)c1ccccc1	12	-22
COc1ccc(C(=O)NC(=S)Nc2cccnc2)cc1[N+](=O)[O-]	27	-16
COCCN1C(=O)C(=O)/C(=C(/O)c2ccc(S(=O)(=O)N3CCCCC3)cc2)C1c1ccc(OC)c(OC)c1 (configuration not stated)	23	-10
Fc1ccccc1-c1csc(-c2cccnc2)n1	20	-21
Cn1c(N/N=C/c2cccs2)cc(=O)n(C)c1=O	15	-7
O=C(Nc1ccccc1)c1cc([N+](=O)[O-])ccc1NCc1cccnc1	11	-11
CCOc1ccc(C(F)(F)F)cc1NC(=O)COc1ccc(C(F)(F)F)cc1[N+](=O)[O-]	11	-8
CCC(=O)Nc1c2c(nn1-c1ccccc1C)CSC2	13	-12
COc1ccc(C(CNC(=O)c2cc3ccccc3cc2OC)N2CCCC2)cc1 (configuration not stated)	13	-29
COc1ccc(CCNC(=O)C2CCN(S(=O)(=O)c3ccc(OC)cc3)CC2)cc1	12	-26
Cc1cc(C)n(Cc2ccc(F)cc2)c(=O)c1C#N	18	-5
COc1ccc(Cl)cc1C(=O)NCC(c1ccco1)N(C)C (configuration not stated)	14	-15
CN(C)CCN(C(=O)c1ccc2c(c1)CCCC2)c1nc2cc3c(cc2s1)OCCO3	7	-7
O=C(CCCOc1ccccc1)N1CCCCC1	0	-5
O=C(/C=C/c1ccccc1)Nn1cnnc1	5	-1

In a second layout: results already given
OX1R antag-1	OX1R antag-2	SMILES
7	-7	CN(C)CCN(C(=O)c1ccc2c(c1)CCCC2)c1nc2cc3c(cc2s1)OCCO3
5	-7	OCCNC(=S)NC1CCCCC1
7	-6	N/C(=N\c1nc2ccccc2o1)NC(=O)c1ccc([N+](=O)[O-])cc1
5	-1	O=C(/C=C/c1ccccc1)Nn1cnnc1
16	-5	CC1(C)c2[nH]c3ccccc3c2C[C@@H]2C(=O)N(c3cc(F)ccc3F)C(=O)N21
15	-7	Cn1c(N/N=C/c2cccs2)cc(=O)n(C)c1=O

Next results follow.
SMILES	OX1R antag-1	OX1R antag-2
CSc1ccccc1OCc1cc(C(=O)NCCc2ccco2)no1	21	-9
Cc1c(NC(=O)C(C#N)=C2CCCCC2)c(=O)n(-c2ccccc2)n1C	4	-4
O=C(O)CCCN1C(=O)/C(=C/C=C/c2ccco2)SC1=S	14	-2
CC1C(=O)N2CCCc3cc(S(=O)(=O)N(C)CCC#N)cc1c32 (configuration not stated)	5	-10
Cc1cc(C)cc(N(C(=O)c2ccco2)C(C(=O)NC2CCCC2)c2ccncc2)c1 (configuration not stated)	17	-19
COc1ccnc(N2CCN(c3ccc(Cl)cc3)CC2)c1C#N	13	-6
CC(=O)N(/C=C1\SC(=S)N(c2ccccc2)C1=O)c1ccccc1	18	29
Cc1csc(NC(=O)c2ccc(C(=O)Nc3nc(C)cs3)cc2)n1	-4	-13
Cc1cc(C)c(C(=O)O)c(CC(C)(C)C(=O)O)c1	15	1
CCOc1ncccc1C(=O)Nc1ccc(F)c(Cl)c1	17	-31
Cc1cccc(C)c1OCCCCn1cnc2ccccc2c1=O	7	-18
COc1ccc(N2CC(NC(=O)c3cccc4ccccc34)CC2=O)cc1OC (configuration not stated)	-2	-9
CN(CCOc1ccccc1)C(=O)c1cc(S(=O)(=O)N2CCOCC2)ccc1Cl	12	-24
CN(C)/N=C/c1ccc(Sc2ccc([N+](=O)[O-])cc2[N+](=O)[O-])o1	11	-12
COC(=O)N/N=C/c1c(C)nn(-c2cccc(Cl)c2)c1Cl	16	-4
COCCNc1ccc([N+](=O)[O-])cc1C(=O)Nc1cccc(C)n1	17	-30
CS(=O)(=O)N(CC(=O)N1CCN(c2ccc(F)cc2)CC1)c1ccc(F)c(Cl)c1	11	1
Cc1nn(CCCC(=O)Nc2cccnc2)c(C)c1[N+](=O)[O-]	7	-16
O=C(Cc1ccccc1)NCC(=O)OC(c1ccccc1)c1ccccc1	10	-39
O=C(c1ccccc1)N1CCN(CC#CC2(O)CCCCC2)CC1	10	4
CCOc1ccccc1NC(=O)CSc1nnc(CNC(=O)c2cccs2)o1	-5	-3
Cn1c(=O)c2cc(S(=O)(=O)NCCC(=O)NC3CCCCCC3)ccc2n(C)c1=O	14	-22
